Assay outcomes: PubChem, National Center for Advancing Translational Sciences (NCATS)
Pin1 inh: blocks the human prolyl isomerase Pin1 | Q13526 | Pin1 FP peptide displacement, HiFluor488, 10 min | Potency, µM (doses to about 115 µM), inactives show at the highest dose activity, negative = inhibition, usual class: inhibitors | AID 504891 | hit rate 0.009% among 390,000; active = well fitted inhibition curve with a large enough effect in the polarisation, with a control signal flat, not every such curve was filed as active; inconclusive = small, poorly fitted or top-dose-only effect, or effect the other way, or a change in a side signal; inactive = no such curve, though single readings can be large or run the other way; the % refers to the polarisation; note: % is set by controls: 0 for no effect and ±100 for the full control effect
Target sequence (Q13526 whole entry, looked up): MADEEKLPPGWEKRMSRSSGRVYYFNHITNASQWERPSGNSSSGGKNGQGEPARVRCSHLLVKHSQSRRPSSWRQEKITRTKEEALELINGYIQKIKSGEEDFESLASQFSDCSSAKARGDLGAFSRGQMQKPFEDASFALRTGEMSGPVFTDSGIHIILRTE
Tb PGK inh: T. brucei PGK inhibition; P07378; PGK/GAPDH coupled, Kinase-Glo luminescence, 60 min; Potency, µM (titrated, usually from 57.5 µM), for the others: at the highest dose activity change, negative = inhibition, actives largely listed as inhibitors; hit rate 0.043% among 380,000; note: % is set by controls: 0 for no effect and ±100 for the full control effect; nearly all actives have a fitted effect of over 60% in size
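Luminescent ATP detection (Kinase-Glo Plus) follows a 60-minute room-temperature incubation, with wells lacking PGK as controls. Buffer: 100 mM TEA (pH 7.6), 5 mM MgCl2, 0.01% Tween-20. Coupling enzyme GAPDH (100 nM final) supplies unstable 1,3-BPG in-well.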
RGS4 inhibitor: inhibitors of human regulator of G protein signaling 4; P49798; Transcreener GDP fluorescence polarization, RGS4-accelerated GTP hydrolysis; Potency, µM (doses to about 114 µM), for the others: top-dose activity change, negative = inhibition, hits mostly inhibitors; hit rate 0.039% among 390,000; AID 504845; note: % is set by controls: 0 for no effect and ±100 for the full control effect; nearly all actives have a fitted effect of over 75% in size; some results filed as inactive show a strong effect at the top dose
Target sequence (P49798 whole entry, looked up): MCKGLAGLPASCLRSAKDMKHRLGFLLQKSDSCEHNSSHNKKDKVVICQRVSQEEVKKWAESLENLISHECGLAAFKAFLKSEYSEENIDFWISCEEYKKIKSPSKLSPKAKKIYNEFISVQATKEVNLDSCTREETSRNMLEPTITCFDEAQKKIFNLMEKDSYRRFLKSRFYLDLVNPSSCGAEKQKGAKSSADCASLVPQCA
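MLSMR compounds (23 nl, pin-transferred) preincubated 10 min at room temperature with a 500nM (2x) first reagent, then RGS4 at 900nM (2x) plus Transcreener GDP mix added; fluorescence polarization (620/688 nm) read before and after 90 min at 30 °C.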
JMJD2A Tudor: inhibitors of human JMJD2A Tudor domain | Potency, µM (top dose mostly 114 µM), inactives show top-dose activity change, negative = inhibition, actives largely listed as inhibitors | hit rate 4.4% among 390,000 | AlphaScreen JMJD2A-Tudor / H3K4me3 peptide binding; note: % is set by controls: 0 for no effect and ±100 for the full control effect; nearly all actives have a fitted effect of over 50% in size
TrxR1 inh: rat TrxR1 inhibition; hit rate 1% among 390,000; Potency, µM (titrated, usually from 114 µM), for the others: at the highest dose activity change, negative = inhibition, usual class: inhibitors; recombinant rTrxR1, NADPH fluorescence consumption, selenite substrate; O89049; AID 588453; note: % is set by controls: 0 for no effect and ±100 for the full control effect; nearly all actives have a fitted effect of over 65% in size
Target sequence (O89049 whole entry, looked up): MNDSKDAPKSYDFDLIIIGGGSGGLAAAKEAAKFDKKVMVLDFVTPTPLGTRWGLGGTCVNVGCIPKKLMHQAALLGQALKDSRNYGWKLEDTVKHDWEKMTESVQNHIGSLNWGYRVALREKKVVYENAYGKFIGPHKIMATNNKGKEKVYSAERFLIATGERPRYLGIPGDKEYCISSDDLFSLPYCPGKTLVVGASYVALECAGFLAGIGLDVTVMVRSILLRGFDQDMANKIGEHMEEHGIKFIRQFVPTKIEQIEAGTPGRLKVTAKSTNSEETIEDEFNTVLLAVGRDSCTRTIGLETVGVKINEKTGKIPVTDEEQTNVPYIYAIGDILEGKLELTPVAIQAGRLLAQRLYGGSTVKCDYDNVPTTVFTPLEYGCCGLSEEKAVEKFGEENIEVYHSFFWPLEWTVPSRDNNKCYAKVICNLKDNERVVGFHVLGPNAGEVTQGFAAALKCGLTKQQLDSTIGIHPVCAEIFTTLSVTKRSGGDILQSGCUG
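Rat TrxR1 (90 nM in the dispensed reagent) was pre-reduced with 400 uM NADPH for 5 min at room temperature, then incubated with compound for 15 min. After 400 uM selenite was added, NADPH fluorescence (Ex 340/Em 450 nm) was followed for 8 min.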
GLS inhibitor: inhibitors of human glutaminase (GLS). O94925. GLS enzymatic activity, qHTS titration. Potency, µM (titrated, usually from 45.5 µM), for the others: at the top dose activity change, negative = inhibition, actives largely listed as inhibitors. hit rate 0.21% among 410,000; note: % is set by controls: 0 for no effect and ±100 for the full control effect
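Read-out is an Amplex red fluorescence increase coupled through glutamate oxidase and HRP, measured before and after 30 min room-temperature incubation. hKGA is in 45 mM KH2PO4 (pH 8.2) with 0.02% Tween-20; glutamine added as 1mM solution.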
HP1b binding inh: inhibitors of HP1-beta chromodomain binding to methylated histone tails | Potency, µM (titrated, usually from 114 µM), for the others: at the top dose activity change, negative = inhibition, usual class: inhibitors | hit rate 0.56% among 390,000 | AlphaScreen HP1-beta / biotin-H3K9me3 peptide binding | P83916; note: nearly all actives have a fitted effect of over 70% in size; inactives centre near 23
Target sequence (P83916 whole entry, looked up): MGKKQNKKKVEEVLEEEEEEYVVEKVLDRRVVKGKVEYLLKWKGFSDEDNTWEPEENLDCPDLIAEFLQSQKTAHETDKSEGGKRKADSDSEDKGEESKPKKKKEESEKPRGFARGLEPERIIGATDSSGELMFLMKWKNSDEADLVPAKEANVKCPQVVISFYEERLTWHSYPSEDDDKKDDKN
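AlphaScreen: HP1-beta (50 nM) preformed 30 min with biotin-H3(1-18)K9me3 peptide (50 nM) in PBS pH 7.4, 0.01% Tween-20. Compound added for 30 min at RT, then streptavidin donor/nickel chelate acceptor beads (10 ug/mL) for 30 min.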
ALOX12 inh: blocks human arachidonate 12S-lipoxygenase | P18054 | Potency, µM (highest dose often 108 µM), without a hit: at the highest dose activity change, negative = inhibition, actives largely listed as inhibitors | hit rate 1.1% among 580,000 | purified 12hLO, xylenol orange hydroperoxide absorbance; note: % is set by controls: 0 for no effect and ±100 for the full control effect
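Hydroperoxide product was detected by ferrous iron/xylenol orange as the 573 to 405 nm absorbance ratio. Arachidonic acid at 40 uM (final) was turned over for 30 min at room temperature by 150 nM human 12hLO, pH 7.0 Hepes buffer, after 15 min compound preincubation.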
ERG Ets-DNA blk: ERG Ets/DNA interaction inhibition; P11308; fluorescence polarization, His-ERG Ets domain / labelled DNA; Potency, µM (titrated, usually from 76.9 µM), for the others: at the top dose FP activity, negative = inhibition, usual class: inhibitors; hit rate 0.028% among 370,000; AID 624246; active = well fitted inhibition curve with a large enough effect in the polarisation, with a control signal flat; inconclusive = small, poorly fitted or top-dose-only effect, or effect the other way, or a change in a side signal; inactive = no such curve, though single readings can be large or run the other way; the % refers to the polarisation;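 note: polarization taken with two DNA probes labelled with fluorescein and Texas red; % of control where 0% means no effect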
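His-tagged ERG Ets domain (1 uM in the protein solution; 300mM KCl, 50mM Tris-HCl, 1mM EDTA, 1mM DTT, pH 7.5) received compound, then a probe mix of 5 nM fluorescein-DNA and 100nM Texas-615-DNA. Fluorescence polarization was read for both dyes.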
* hit, by the source's call; i = inactive; u = inconclusive; x = no result given; [ ] = another dose, or the depositor's remark. Unless noted, calls come from the whole dose curve; as a rule, active = well fitted curve in the direction sought with a large enough effect; inconclusive = small, poorly fitted or top-dose-only effect, or another doubt; inactive = no such curve, though single readings can be large; an effect the other way counts as inactive or inconclusive. Potency is the fitted concentration of half-maximal effect. Some of the compounds tested (hit frequency here may not be typical).

| RGS4 inhibitor | TrxR1 inh | Tb PGK inh | JMJD2A Tudor | ERG Ets-DNA blk | Pin1 inh | HP1b binding inh | ALOX12 inh | GLS inhibitor | molecule |
| --- | --- | --- | --- | --- | --- | --- | --- | --- | --- |
| -4% | 7%[57.1 µM] | -5% | u | 19% | 32%[activator] | 5% | u | 3% | CCC1Nc2ncnc(N3CCN(c4ccccc4)CC3)c2N(Cc2ccc(Br)cc2)C1=O (centres undefined) |
| 1% | 3% | i | -14% | 4% | -5% | 17% | -5% | 14% | CCN(C(=O)CN1CCN(c2ccccc2F)CC1)c1c(N)n(Cc2ccccc2)c(=O)[nH]c1=O |
| -27% | -8%[57.1 µM] | -5% | -4% | 0% | -10% | 38% | u | -6% | CC12CCC(=O)N1C(C(=O)Nc1nccs1)CS2 (centres undefined) |
| -13% | 3%[57.1 µM] | i | -7% | 4% | -1% | 62%[activator] | -6% | 2% | CC[C@H]1c2[nH]c3ccccc3c2C[C@@H]2C(=O)N(c3ccc(F)cc3)C(=O)N21 |
| 14% | -1% | -7% | 2% | -3% | -1% | 30% | 1% | 6% | Cc1cc(C)c(NC(=O)CSc2nnc(CNC(=O)c3ccco3)o2)c(C)c1 |
| 40% | -18% | -8% | -1% | -5% | -9% | 8% | -7% | 3% | Cc1nnc(SCC(=O)N2CCN(Cc3ccccc3)CC2)s1 |
| 3% | 6% | 4% | 3% | -9% | -1% | 35% | 0% | 9% | COc1cccc(NC(=O)CNC(=O)c2ccc(OC)c(OC)c2)c1 |
| u | 4µM* | -5% | 40µM* | 0% | -4% | u | -2% | -10% | CC1=NN(c2ccccc2)C(=O)/C1=C\c1ccc(Oc2ccc([N+](=O)[O-])cc2[N+](=O)[O-])cc1 |
| -1% | 8% | i | -4% | 1% | -2% | 18% | 4% | -5% | O=C(NCc1nc2ccccc2[nH]1)c1c(F)cccc1F |
| -1% | 15% | -8% | 4% | 6% | -7% | 48%[activator] | 0% | -3% | C/C(=N\NC(=O)C1CC1)c1ccc(C)cc1C |
| -11% | -3%[57.1 µM] | 0% | -35% | -4% | 2% | 46%[activator] | 350%[activator] | 17% | Nc1nc2n(n1)C(c1ccccc1Cl)CC(c1ccc(F)cc1)N2 (centres undefined) |
| -6% | 21% | -5% | u | 0% | 4% | 30% | 14% | -6% | Cc1ccc(/C=C/C(=O)Nc2nc3ccccc3[nH]2)cc1 |
| -23% | -10% | 1% | 2% | -5% | -5% | 43%[activator] | 3% | -9% | Cc1ccc(NC(=O)C2CCN(C(=O)NC3CCCCC3)CC2)cc1 |
| -13% | 20% | -1% | -20% | 1% | -1% | 3% | u | 1% | O=C(Nc1ccc(F)c(Cl)c1)N1CCC(CN2CCc3ccccc3C2)CC1 |
| 22% | 35% | -10% | -7% | -9% | 0% | 23% | 6% | 7% | O=C(Nc1nnc(-c2cccc(F)c2)s1)Nc1ccccc1F |
| -19% | 15% | -1% | 14% | -4% | 0% | 125%[activator] | 12% | 4% | COC(=O)CSc1nnc(SCc2ccc(Cl)cc2)s1 |
| -1% | 28% | -6% | -13% | 0% | 22% | 35% | -21% | -1% | Cc1ccccc1NC(=O)CN(c1ccc(Cl)cc1Cl)S(=O)(=O)c1ccccc1 |
| -12% | 10%[57.1 µM] | 0% | 6% | 20% | -2% | 34% | 8% | -6% | O=C(NC1CC1)C1CCN(C2CCN(C(=O)c3ccc4cccc(F)c4n3)CC2)CC1 |
| 6% | 14% | -5% | -13% | -4% | u | 48%[activator] | 11% | -4% | Cc1ccc(Nc2nc3ccccc3n3nnnc23)cc1 |
| 4% | 9%[57.1 µM] | 0% | -3% | -4% | 2% | 31% | 17% | 1% | CCCc1nc(SCC(=O)Nc2nnc(SCC)s2)c2c(=O)n(C)c(=O)n(C)c2n1 |
| -6% | -23% | -7% | -27% | 2% | 1% | 20% | 45%[activator] | -16% | CCC(C)(C)n1nnnc1C(c1ccncc1)N1CCC(Cc2ccccc2)CC1 (centres undefined) |
| 13% | 8% | -11% | -15% | -3% | -4% | 27% | -8% | 10% | CC[C@@H]1C/C=C\Cc2ccccc2[C@H](C(=O)C[C@@H](O)CC(C)=O)OC1=O |
| 11% | 9%[57.1 µM] | -7% | -16% | -1% | -10% | -4% | -13% | 7% | Cc1ccc(NC(=O)Nc2cccc([N+](=O)[O-])c2)cc1F |
| 4% | 34% | -9% | -10% | 2% | -6% | 48%[activator] | 141%[activator] | -1% | CC(=O)c1cccc(NC(=O)c2ccc(S(=O)(=O)N3CC(C)OC(C)C3)cc2)c1 (centres undefined) |
| 16% | 10% | -7% | -21%[57.1 µM] | 2% | -3% | -2% | 0% | 16% | COc1ccc(N2C(=O)C3C4C=CC(C4)C3C2=O)nn1 (centres undefined) |
| 5% | -12%[57.1 µM] | -1% | -24% | 2% | 4% | 17% | 0% | 11% | C=CCn1c(SCC(=O)Nc2c(C)n(C)n(-c3ccccc3)c2=O)nc2sc(C)c(-c3ccccc3)c2c1=O |
| -32% | 0% | i | -14% | 4% | 7% | 55%[activator] | u | 0% | O=c1cc(CSc2nnc(-c3ccco3)o2)c2ccccc2[nH]1 |
| -14% | -3% | -3% | u | -5% | -10% | u | 0% | 42%[activator] | Cc1cc(=O)oc2cc(OCC(=O)N3CCN(c4ccc(F)cc4)CC3)ccc12 |
| 17% | 23%[57.1 µM] | -6% | -15% | -1% | 4% | 45%[activator] | 4% | -8% | CCC(C)NC(=O)Cn1ncc2c([nH]c3ccc(C)cc32)c1=O (centres undefined) |
| -8%[11.4 µM] | 12% | -4% | -2%[11.4 µM] | 10% | 9% | 41%[activator] | 21% | -12% | Cc1cc(=O)[nH]c(SCC(=O)Nc2cc(S(=O)(=O)N3CCCC3)ccc2Cl)n1 |
| -17% | -2% | -4% | u | 10% | u | u | u | 3% | CCN(CC)CCOC(=O)c1ccc(NC(=O)c2nn(-c3ccc(C)cc3)c(=O)c3c2c2ccccc2n3C)cc1 |
| 23% | 27% | -1% | -1% | 1% | -5% | 28% | -3% | 0% | COCCC(=O)N1CCCC(CNS(=O)(=O)c2ccc(OC)cc2)C1 (centres undefined) |
| -7% | 5% | i | -14% | -1% | -5% | 48%[activator] | u | 8% | Cc1nc(N2CCCC2)c2c(C(=O)Nc3ccc(C)c(Cl)c3)c(C)oc2n1 |
| -12% | 5% | -4% | -13% | -3% | 2% | 34% | u | -4% | Cc1cc(C)cc(NC(=O)CSc2nc3[nH]ncc3c(=O)[nH]2)c1 |
| -6% | 10% | -8% | -19% | -2% | -10% | 16% | 9% | 0% | C/C=C/c1ccc(OCC(=O)Nc2ccncc2)c(OC)c1 |
| 38% | -3% | -2% | -8% | -5% | 1% | 17% | 0% | 3% | CC1CCC(NC(=O)c2ccc3nc[nH]c3c2)CC1 (centres undefined) |
| -22% | -7% | 2% | -3% | 0% | -6% | 34% | u | -6% | Cn1nc(C(=O)NCCc2ccc3c(c2)OCCO3)c2ccccc2c1=O |
| 32% | -9% | 7% | -24% | 2% | 58%[activator] | 13% | u | 3% | C/C(=N/Nc1ccc([N+](=O)[O-])cc1)c1ccc(C)cc1C |
| -30% | -9% | -6% | u | -19% | 2% | u | 0% | -7% | Cc1ccc(OC(=O)c2ccc(N3CCOCC3)c([N+](=O)[O-])c2)cc1 |
| -7% | 19% | x | -9% | 8% | 0% | 7% | 0% | 1% | O=C(O)c1cccc(NC(=O)c2cccc(NC(=O)C3CCCO3)c2)c1 (centres undefined) |
| -5% | 23% | -2% | 26% | 0% | 1% | 26% | -7% | -6% | CC(NC(=O)C(C)N1c2cccc3cccc(c23)S1(=O)=O)c1ccccc1 (centres undefined) |
| -19% | 7%[57.1 µM] | 7% | 2% | -1% | -2% | 23% | x | -5% | COc1cc2[nH]c(=O)n(CCCC(=O)NC3CCCCC3)c(=O)c2cc1OC |
| 13% | 15%[57.1 µM] | 7% | -17% | 11% | -2% | 9% | -5% | 7% | Cc1cccc(C)c1NC(=O)COc1ccc2c(C)c(Cc3ccccc3)c(=O)oc2c1 |
| 3% | 18%[57.1 µM] | -3% | 4% | 8% | -1% | 37% | -2% | -3% | Cc1cccc(-n2nc3c(c2NC(=O)c2ccco2)CS(=O)C3)c1C (centres undefined) |
| -5% | 13% | -3% | -1% | 41%[activator] | -1% | 42%[activator] | 0% | -3% | O=C(NC1CCCCC1)c1cc(F)cc2c1OCOC2 |
| -9% | 15% | 12% | -8% | -12% | -1% | 21% | 0% | -7% | O=C(O)c1cccn1Cc1ccccc1F |
| 18% | 11% | 5% | -22% | -5% | 2% | 10% | 5% | 20% | CCOc1ccccc1NS(=O)(=O)c1ccc2c(c1)N(C)CCO2 |
| -23% | 18%[57.1 µM] | -1% | 5% | 3% | -3% | 41%[activator] | 0% | -10% | CCOc1cc(C)c(Cl)cc1S(=O)(=O)NCC1CCCO1 (centres undefined) |
| -3% | u | -4% | -1% | 6% | 10% | 63%[activator] | -43% | 2% | COc1ccc(C=C2C(=O)OC(C)(C)OC2=O)cc1OC |
| u | -52%[57.1 µM] | i | u | 28% | 15% | -33% | u | 15% | O=C1CSC(=S)N1N=Cc1cccc2ccccc12 |
